Source: PubChem (PCMD)
FXIIa inh: inhibitors of human coagulation factor XIIa | P00748 | purified human FXIIa, AMC substrate fluorescence, 2 h | inhibition, % at 10 µM | 33,000 tested, 0.2% active | AID 701; in the data active means inhibition above about 30%;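 further: 0% = enzyme with vehicle only and 100% = no enzyme blank; many of its hits are not listed in these tables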
FXIa inh: inhibitors of human coagulation factor XIa; P03951; purified human FXIa, fluorogenic AMC substrate cleavage; inhibition, % at 10 µM; 33,000 tested, 0.3% active; AID 687;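 active means inhibition above 40% in the primary screen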;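 further: 0% = enzyme without compound and 100% = blank wells lacking enzyme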
Target sequence (P03951 19-387 limits assumed): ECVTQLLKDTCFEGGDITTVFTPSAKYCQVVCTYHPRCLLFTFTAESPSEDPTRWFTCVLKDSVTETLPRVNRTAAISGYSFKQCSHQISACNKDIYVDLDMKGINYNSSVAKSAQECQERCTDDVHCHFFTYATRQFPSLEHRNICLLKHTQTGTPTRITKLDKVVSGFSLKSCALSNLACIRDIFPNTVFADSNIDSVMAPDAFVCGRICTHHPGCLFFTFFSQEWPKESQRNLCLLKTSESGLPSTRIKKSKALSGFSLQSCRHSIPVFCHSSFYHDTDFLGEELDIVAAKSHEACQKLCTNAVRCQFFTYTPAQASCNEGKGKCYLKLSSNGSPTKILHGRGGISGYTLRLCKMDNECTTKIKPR
Target sequence (P03951 388-625 limits assumed): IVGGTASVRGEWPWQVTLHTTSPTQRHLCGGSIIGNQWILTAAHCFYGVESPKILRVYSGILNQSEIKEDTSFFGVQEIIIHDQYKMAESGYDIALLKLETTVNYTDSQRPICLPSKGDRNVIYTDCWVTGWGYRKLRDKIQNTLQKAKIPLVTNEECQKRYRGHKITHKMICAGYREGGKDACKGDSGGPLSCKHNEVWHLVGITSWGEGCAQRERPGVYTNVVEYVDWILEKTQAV
* marks the source's active call; other numbers are inactive results. Some of the compounds tested; the hit share may differ from the screen's.

FXIIa inh	FXIa inh	structure
3	0	CCN1CCN(CC(=O)c2c[nH]c3ccc(C)cc23)CC1
-3	28	CC(=O)Nc1cc(-c2nn(C)c(=O)c3ccccc23)ccc1N1CCOCC1
5	3	c1cc(-c2noc(CCC3CCCC3)n2)ccn1
8	-6	Cc1cccc(-c2nc(=S)c3c(n2Cc2ccco2)CCCC3)c1
0	-2	O=C(N1CCOCC1)N1CCN(c2ccccn2)CC1
4	1	c1ccc(Nc2nc(N3CCCCC3)nc(N3CCCCC3)n2)cc1
0	-15	Cc1cc(=O)oc(C)c1C(=O)Nc1c(C)n(C)n(-c2ccccc2)c1=O
5	4	Clc1ccc(Cn2c(CN3CCCC3)nc3ccccc32)cc1
4	-5	Cc1noc(C)c1CSc1nc2ccccc2c(=O)n1-c1ccc(Cl)cc1
2	-2	Cc1ccc(/C=N/n2c(C)cc(C)c(C#N)c2=O)cc1
3	1	O=C(NCCC1=CCCCC1)C1CCCN(S(=O)(=O)c2ccc(F)cc2)C1 (stereo not drawn)
8	1	CC1CCN(S(=O)(=O)c2ccc(C(=O)OCc3ccc4c(c3)OCO4)cc2)CC1
7	0	CC(C)C(NC(=O)C1CCCCC1)C(=O)NC1=NCCS1 (stereo not drawn)
7	3	C=CCn1c(COC)nnc1SCC(=O)c1ccc(F)cc1
4	2	O=c1ccnc(Sc2ncccc2[N+](=O)[O-])[nH]1
-13	16	COC(=O)c1cc(-c2ccccc2)sc1N
6	-3	CCC(C)[C@@H](C(=O)NCC1CCC(C(=O)O)CC1)n1nnc2ccccc2c1=O (stereo partly drawn)
7	9	Cc1cc(SCCOc2ccccc2)nc(N)n1
7	-4	COc1cccc(/C=N/n2c(N)nc3ccccc32)c1OC
9	2	Cc1cc(=O)n2nc(N3CCC(C(=O)NC(C)c4ccccc4)CC3)sc2n1 (stereo not drawn)
2	-7	CSc1ccc(-c2nc(CSCC(=O)NCCCN3CCOCC3)c(C)o2)cc1
10	0	CC(C)CCC(C)N=Cc1c(O)n(Cc2ccccc2)c(=O)c2ccccc12 (stereo not drawn)
2	-14	O=C(c1ccccc1)N1CCN(c2ncnc3sc4c(c23)CCC4)CC1
6	7	CCOCc1cn(CC(=O)c2ccc([N+](=O)[O-])cc2)c(C)nc1=N
-1	4	CCCOc1ccc(C(=O)N/N=C/c2ccc(-c3ccc(S(=O)(=O)Nc4ncccn4)cc3)o2)cc1
6	2	NC(=O)c1ccsc1NC(=O)CSc1nnc(C2CC2)n1Cc1ccccc1
-7	5	CCCC(=O)Nc1ccc(OCC(=O)OC)cc1
3	-1	CC(C)c1ccc(NC(=O)c2cccnc2)cc1
-12	13	CCC1CCc2c(sc(N)c2C(N)=O)C1 (stereo not drawn)
-3	-3	N#Cc1c(-c2ccco2)cc(C2CC2)nc1N
-15	19	COCCCNC(=O)c1ccc(N2CCOCC2)c(NS(=O)(=O)c2ccc(OC)cc2)c1
2	7	COc1cccc(NC(=O)CC2COc3ccccc3O2)c1 (stereo not drawn)
-15	26	CCCCc1nc(NCCN)c(C#N)c2c1CSC(C)(C)C2
4	-7	CC(=O)Nc1ccccc1OCC(=O)c1ccc2c(c1)OCO2
-2	-5	COc1ccc(CC(=O)N2CC(C)CC(C)C2)cc1 (stereo not drawn)
6	15	CC(=O)/C=C/c1ccc2ccccc2n1
-2	-6	Cn1c(=O)c2c(nc(NCC3CCCO3)n2C)n(C)c1=O (stereo not drawn)
6	0	Cc1cc(C)c(OCC(=O)N/N=C/c2ccco2)c(C)c1
2	7	CCOC(=O)c1sc(NC(=O)c2ccccc2OC)nc1C
3	-4	COC(=O)C1=C(N)Oc2c(oc(CO)cc2=O)C1c1ccccc1F (stereo not drawn)

Reprinted from the part before: 4 compounds; new compounds follow.
FXIIa inh	FXIa inh	structure
-2	-6	Cn1c(=O)c2c(nc(NCC3CCCO3)n2C)n(C)c1=O (stereo not drawn)
6	0	Cc1cc(C)c(OCC(=O)N/N=C/c2ccco2)c(C)c1
2	7	CCOC(=O)c1sc(NC(=O)c2ccccc2OC)nc1C
3	-4	COC(=O)C1=C(N)Oc2c(oc(CO)cc2=O)C1c1ccccc1F (stereo not drawn)
10	-4	O=C(Nc1ccccc1C(F)(F)F)NC1CCCCC1
8	-1	Cc1cc(=O)n(C)c(=O)n1CCCCCCN1CCCC1
-2	-8	CCC(CC)C(=O)OCC(=O)NC12CC3CC(CC(C3)C1)C2
12	0	O=C1c2ccccc2C(=O)N1CSc1nnc2c3ccccc3n(CCc3ccccc3)c2n1
0	3	CS(=O)(=O)N(CC(O)Cn1c2ccccc2c2ccccc21)c1ccccc1 (stereo not drawn)
4	-4	O=CN1CCN(C(C(=O)NC2CCCC2)c2ccc(Cl)cc2)CC1 (stereo not drawn)
7	-4	C=CCn1c(-c2csc(-c3ccc(Cl)cc3)n2)n[nH]c1=S
6	-1	O=C(NCc1ccco1)C1CCCN(S(=O)(=O)Cc2ccccc2)C1 (stereo not drawn)
6	-2	COc1cccc(-c2nnc(N(C)C(=O)c3ccno3)s2)c1
4	7	COc1cc(OC)cc(-c2n[nH]c(=S)n2-c2cc(OC)ccc2OC)c1
10	0	CC(C)(CS(=O)(=O)[O-])NC(=O)CC[N+](C)(C)CCO
1	1	Cc1cnc(C(=O)NCCc2ccc(S(=O)(=O)NC(=O)NC3CCCCC3)cc2)cn1
4	9	COCCN(Cc1cc2ccc(C)cc2n2nnnc12)Cc1nnnn1C(C)(C)C
5	7	CSc1cccc(NC(=O)COc2ccccc2)c1
6	1	CCCOc1ccc(N2C(=O)CC(N3CCCC(C(=O)N4CCCC4)C3)C2=O)cc1 (stereo not drawn)
5	9	O=C(CSc1nnc(-c2ccccc2O)o1)N1CCc2ccccc2C1
7	3	CNc1ccccc1-n1ccc(-c2ccccc2)n1
9	-4	CC(=O)Nc1c(O)nc(SCC(=O)Nc2cccc(C)c2)[nH]c1=O
1	3	CCn1c(N2CCN(C(=O)NC3CCCCC3)CC2)nc2ccccc21
2	0	c1ccc(CNCC2COc3ccccc3O2)cc1 (stereo not drawn)
4	2	Cc1ccc2nc(NC(=O)CCn3c(=O)sc4ccccc43)sc2c1
2	2	O=C(NC1CCN(Cc2ccccc2)CC1)C1CCCN(S(=O)(=O)c2cccc3nonc23)C1 (stereo not drawn)
-13	-2	CC(=O)Nc1coc2ccc(Br)cc12
-17	-13	O=C(CSc1cn(Cc2ccccc2)c2ccccc12)N1CCOCC1
0	0	Cn1nnnc1SCCNCc1ccncc1
3	-2	COC(=O)CSc1nc(NCC(C)C)nc(N2CCOCC2)n1
4	2	CC1CCC(=C(C#N)C(=O)Nc2cccc(Cl)c2)CC1 (stereo not drawn)
6	30	C=CCNS(=O)(=O)CC12CCC(CC1=O)C2(C)C (stereo not drawn)
-8	12	Cc1noc(C)c1C(=O)NCCc1ccccc1
5	5	CCN(CC)c1ncnc2ccc(Br)cc12
9	9	COc1ccc(Cl)c(NC(=O)NCCN2CCN(c3ccccc3)CC2)c1
5	-1	COc1ccc(-c2ccc(-c3nnn(CC(=O)N4CCOCC4)n3)cc2)cc1
-15	21	Cc1ccccc1C(=O)Nc1ccccn1
3	-4	O=C(CCCN1C(=O)c2ccccc2C1=O)Nc1ccc(S(=O)(=O)N2CCCCC2)cc1
2	2	CC(=O)c1ccc(OCCN2CCOCC2)cc1
11	-4	COc1ccc(-n2c(-c3ccc(F)cc3)cnc2SCC(=O)NCc2ccco2)cc1
7	-4	Cc1cc(S(=O)(=O)Nc2nc(CN3CCOCC3)nc3sc4c(c23)CCCC4)ccc1F
-7	-2	COc1ccc(NC(=O)CCS(=O)(=O)c2ccc3c(c2)CCCN3C(C)=O)cc1Cl
-15	22	CC(=O)NCc1cc(-c2nn(C)c(=O)c3ccccc23)ccc1C
6	1	CCN(CC)C(=O)CSc1nnc(-n2nc(C)cc2C)c2ccccc12

As a working copy, some entries already given:
FXIIa inh	FXIa inh	structure
4	2	Cc1ccc2nc(NC(=O)CCn3c(=O)sc4ccccc43)sc2c1
2	2	O=C(NC1CCN(Cc2ccccc2)CC1)C1CCCN(S(=O)(=O)c2cccc3nonc23)C1 (stereo not drawn)
-13	-2	CC(=O)Nc1coc2ccc(Br)cc12
-17	-13	O=C(CSc1cn(Cc2ccccc2)c2ccccc12)N1CCOCC1
0	0	Cn1nnnc1SCCNCc1ccncc1
3	-2	COC(=O)CSc1nc(NCC(C)C)nc(N2CCOCC2)n1
4	2	CC1CCC(=C(C#N)C(=O)Nc2cccc(Cl)c2)CC1 (stereo not drawn)

Other results
FXIIa inh	FXIa inh	structure
7	6	Cc1cc(C)c(C#N)c(SCSCc2ccccc2)n1
7	-3	CN1C(=O)c2cccc(NCCCN3C(=O)c4ccccc4C3=O)c2C1=O
-4	2	Oc1ccc(-c2n[nH]c(=S)n2Cc2ccco2)cc1
10	-4	Cc1ccc(N(Cc2ccc(C(=O)Nc3ccccc3C(=O)NCc3ccco3)cc2)S(C)(=O)=O)cc1C
6	-4	O=C(Nc1ccccc1C(=O)N1CCOCC1)c1cccnc1
2	2	Cc1ccccc1NC(=O)N(CCc1nc2ccccc2[nH]1)Cc1ccccc1
8	5	Cc1cc(C)c(S(=O)(=O)NCc2ccncc2)c(C)c1
-10	38	CCOC(=O)c1c(NC(=O)CSc2nnc(-c3ccco3)o2)sc(C)c1C
5	-1	CCC/C(=C1/C(=O)CC(C)(C)C(C(=O)OC)C1=O)N1CCCC1 (stereo not drawn)
6	6	NC(=S)NNc1cccc(Cl)c1
4	-8	CC(C)C(=O)NCCCc1ccccc1
7	6	O=C(NCCN1CCN(c2ccccc2)CC1)c1ccc(NC(=O)C2CCCO2)cc1 (stereo not drawn)
1	-6	CCc1cccc2c(C(=O)Cn3nnc(-c4ccc(OC)c(OC)c4)n3)c[nH]c12
-4	-9	O=C(O)CCC(=O)Nc1ccc(Cc2ccc(NC(=O)CCC(=O)O)c(O)c2)cc1O
5	1	Cc1nnc2n(-c3ccccc3)c(=O)c3c4c(sc3n12)COC(C(C)C)C4 (stereo not drawn)
-3	-1	COC(=O)CON1C(=O)c2ccccc2C1=O
4	-4	CCC(C)(C)n1nnnc1C(c1cc2ccc(OC)cc2[nH]c1=O)N1CCCCC1 (stereo not drawn)
-12	-4	COc1ccc2oc(=O)c(C(=O)NCc3cccnc3)cc2c1
4	9	COc1ccc(CNC(=O)CCOc2ccc(C(C)(C)C)cc2)cc1
6	-6	CCCC1(C)SC(NC(C)=O)=NN1C(C)=O (stereo not drawn)
3	-5	CCN1CCN(C(c2cccs2)C(C)NC(=O)c2c(F)cccc2F)CC1 (stereo not drawn)
-12	21	COc1ccc2c(c1)CC/C(=C\Nc1ccc3c(c1)OCO3)C2=O
6	1	O=c1[nH]cnc2c1ncn2[C@@H]1O[C@H](CO)[C@@H](O)[C@H]1O
12	-7	COc1ccc(C(=O)Cc2ccc(OC)c(OC)c2)c(OC)c1
2	-9	CCOC(=O)CNC(=O)CNC(=O)Cn1ccc2ccccc2c1=O
5	-8	CCCCNC(=O)C1CCN(C/C(C)=C/c2ccccc2)CC1
8	-1	CCOc1ccc(CCNC(=O)c2ccc(N3CCCC3=O)cc2)cc1OCC
1	-2	Cc1cc(C)c2cc(C#N)c(N3CCCN(S(=O)(=O)c4ccccc4)CC3)nc2c1
3	-1	Cn1ccnc1SCC(=O)NC12CC3CC(CC(C3)C1)C2
-12	36	O=[N+]([O-])c1ccc(Cl)cc1Sc1nc2ccccc2o1
9	-8	Cc1cc(C)n(-c2ccc(C(=O)OCC(=O)Nc3ccc(S(=O)(=O)N4CCCCC4)cc3)cc2)n1
3	1	O=C(c1ccccc1)N1CCC(O)(c2cccnc2)CC1
8	4	CN1CCc2[nH]c3ccc(C(=O)NN)cc3c2C1
7	3	CCn1c(=O)cc(SCC(=O)N2CCCCC2)c2ccccc21
1	-3	O=C(NCc1ccccc1)C(C(=O)c1ccc(F)cc1)n1ccccc1=O (stereo not drawn)
-9	16	CC12CCC(C(=O)NC(c3ccccc3)c3ccccc3)(OC1=O)C2(C)C (stereo not drawn)
1	-1	O=C(c1ccc(C(=O)N2CCOCC2)s1)N1CCOCC1
2	2	CCOc1ccccc1CNc1nc2nc3c(c(=O)n2[nH]1)CCC3
-12	1	CC(C)(C)c1[nH]nc2c1C(c1ccncc1)C(C#N)=C(N)O2 (stereo not drawn)
4	6	CCOC(=O)C1CSC(CC(=O)Nc2ccc(Cl)c(Cl)c2)C(=O)N1 (stereo not drawn)

Looked up above.
CC(C)(C)c1[nH]nc2c1C(c1ccncc1)C(C#N)=C(N)O2 (stereo not drawn) in FXIIa inh shows -12
COc1ccc(C(=O)Cc2ccc(OC)c(OC)c2)c(OC)c1 in FXIIa inh shows 12
Cc1cc(C)c2cc(C#N)c(N3CCCN(S(=O)(=O)c4ccccc4)CC3)nc2c1 in FXIa inh shows -2
CCN1CCN(C(c2cccs2)C(C)NC(=O)c2c(F)cccc2F)CC1 (stereo not drawn) in FXIa inh shows -5
CCn1c(=O)cc(SCC(=O)N2CCCCC2)c2ccccc21 in FXIIa inh shows 7
CCOC(=O)C1CSC(CC(=O)Nc2ccc(Cl)c(Cl)c2)C(=O)N1 (stereo not drawn) in FXIIa inh shows 4
CCCCNC(=O)C1CCN(C/C(C)=C/c2ccccc2)CC1 in FXIa inh shows -8

(cont.)
FXIIa inh	FXIa inh	structure
17	-2	COc1ccc(OC)c(C(O)c2coc3ccc(O)c(CN(C)C)c23)c1 (stereo not drawn)
4	3	COc1ccc(NC(C#N)c2ccc(OC)cc2)cc1 (stereo not drawn)
6	3	Cc1ccn2cc(CCNS(=O)(=O)c3ccc4c(c3)OCCO4)nc2c1
2	3	Cc1ccc(C(c2nnnn2C2CCCCC2)N2CCN3CCCC3C2)cc1 (stereo not drawn)
-12	4	COC(=O)c1[nH]c2ccccc2c1NC(=O)CN1CCN(Cc2ccc3c(c2)OCO3)CC1
11	-4	CN(C)c1ccc(/C=C2\C(=O)N(c3ccc([N+](=O)[O-])cc3)N=C2N2CCOCC2)cc1
6	0	COc1cccc(C(=O)NCc2nnc(SCC(=O)Nc3nccs3)n2-c2cccc(C)c2)c1
4	4	COc1ccc2nc(SCC(=O)N3CCCCCC3)c(C#N)cc2c1
7	0	CC(C)CC(=O)Nc1ccccc1-c1nnn(CC(=O)N2CCc3ccccc3C2)n1
3	-3	COC(=O)C1C(c2ccccc2)C(C(=O)OCc2ccco2)C1c1ccccc1 (stereo not drawn)
